IMP-1 inh: blocks Pseudomonas aeruginosa IMP-1 metallo-beta-lactamase | purified IMP-1, nitrocefin hydrolysis, epi-absorbance fluorescence | inhibition, % at 5.6 µM | hit rate 0.45% among 290,000 | AID 1556;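 active = inhibition above the mean plus 3 SD of all compounds in the same screening run, cut at about 4.5% in these data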;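 also: 0% = IMP-1 with DMSO and 100% = DMSO wells lacking enzyme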
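Assay system: purified IMP-1; Quantity: IMP-1 0.2 nM before substrate addition; Medium: HEPES buffer pH 7.1 with ZnSO4 and Brij 35; Incubation: 15 min enzyme–compound preincubation, then 25 min nitrocefin reaction, 25 °C; Signal: fluorescence quenching readout, ex 480/em 530 nm; Controls: DMSO with and without IMP-1; Repeats: singlicate testing.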
GPR7 antagonist: antagonists of human GPR7 (neuropeptides B/W receptor 1) | GPR7-expressing cells, fluorescence antagonist assay | inhibition, % at 4.4 µM | hit rate 1.1% among 290,000; in the data active = inhibition above about 16%, passing the limit was not always enough;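 also: cells stimulated with the agonist NPW; 0% = agonist with vehicle and 100% = vehicle without agonist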
Target sequence (P48145 whole entry, looked up): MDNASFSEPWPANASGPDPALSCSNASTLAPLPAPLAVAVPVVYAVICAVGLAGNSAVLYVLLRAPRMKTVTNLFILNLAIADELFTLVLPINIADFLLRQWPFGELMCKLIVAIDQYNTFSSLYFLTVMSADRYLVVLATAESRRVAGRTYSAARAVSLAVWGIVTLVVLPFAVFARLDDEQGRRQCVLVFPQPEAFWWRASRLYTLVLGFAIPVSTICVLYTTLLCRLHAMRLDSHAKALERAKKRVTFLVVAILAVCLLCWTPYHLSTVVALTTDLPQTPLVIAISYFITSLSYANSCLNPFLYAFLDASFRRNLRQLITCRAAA
V1aR counter: counter-screen for oxytocin receptor agonists: human V1a receptor agonists. CHO-V1R cells, Fluo-8 calcium fluorescence, agonist mode; 0% DMSO, 100% 3 nM vasopressin. activation, % at 3 µM. hit rate 0.25% among 320,000;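 active = activation above the mean activation of all tested compounds plus 3 SD, per screening run, cut at about 20% in these data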;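 also: signal is peak over basal fluorescence ratio across a 100 second FLIPR read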
Target sequence (P37288 whole entry, looked up): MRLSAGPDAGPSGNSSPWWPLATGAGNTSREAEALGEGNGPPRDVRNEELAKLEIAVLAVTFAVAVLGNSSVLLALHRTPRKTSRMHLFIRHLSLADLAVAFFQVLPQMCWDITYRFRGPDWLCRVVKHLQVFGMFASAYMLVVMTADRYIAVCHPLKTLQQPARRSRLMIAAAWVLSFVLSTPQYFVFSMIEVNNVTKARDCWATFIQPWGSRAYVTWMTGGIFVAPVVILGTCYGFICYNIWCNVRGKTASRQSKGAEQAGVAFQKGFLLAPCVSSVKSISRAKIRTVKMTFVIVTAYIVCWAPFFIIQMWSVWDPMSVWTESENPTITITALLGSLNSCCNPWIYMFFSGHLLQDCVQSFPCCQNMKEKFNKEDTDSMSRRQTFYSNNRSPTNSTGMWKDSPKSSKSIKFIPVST
GalR3 antagonist: blocks the human galanin receptor 3 | inhibition, % at 3 µM | hit rate 0.44% among 360,000 | O60755 | HEK293 GalR3-CNG cAMP membrane potential fluorescence; galR3 body fused to GalR1 C-terminus;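 active = inhibition above the screen-wide average plus 3 SD, cut at about 13% in these data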;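 also: forskolin and galanin both at EC90 stimulate the cells; cAMP rise reported by CNG channel membrane potential dye signal; 0% = forskolin plus galanin with DMSO and 100% = forskolin alone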
Target sequence (O60755 1-299 limits assumed): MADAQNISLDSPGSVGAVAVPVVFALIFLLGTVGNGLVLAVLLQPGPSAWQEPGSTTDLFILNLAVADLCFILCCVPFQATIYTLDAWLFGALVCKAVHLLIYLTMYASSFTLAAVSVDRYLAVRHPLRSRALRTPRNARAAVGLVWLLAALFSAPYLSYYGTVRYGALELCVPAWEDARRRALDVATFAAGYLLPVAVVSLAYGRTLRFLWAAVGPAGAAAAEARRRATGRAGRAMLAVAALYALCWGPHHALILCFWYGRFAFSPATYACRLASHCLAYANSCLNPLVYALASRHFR
OXTR ag: agonists of human oxytocin receptor | P30559 | CHO-OTR cells, Fluo-8 calcium fluorescence; normalized: DMSO 0%, oxytocin 100% | activation, % at 3 µM | hit rate 0.32% among 320,000 | AID 2435;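 active = activation above the mean of all tested compounds plus 3 SD, cutoff set per screening run, cut at about 20% in these data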;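 also: peak over basal fluorescence ratio from a 100 s FLIPR kinetic read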
PHOSPHO1 inh: blocks human PHOSPHO1 phosphatase activity. Q8TCT1. recombinant PHOSPHO1, absorbance phosphatase assay. inhibition, % at 13.3 µM. hit rate 1.1% among 290,000. AID 1565; in the data active = inhibition above about 60%
NS3 helicase inh: HCV NS3 helicase inhibition; NS3 helicase DNA unwinding, Cy5 molecular beacon fluorescence; inhibition, % at 10.9 µM; hit rate 0.56% among 290,000; AID 1800;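 active = inhibition above the mean of all tested compounds plus 3 SD, set per campaign, cut at about 35% in these data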;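 also: 0% = DMSO wells and 100% = thioflavine S control wells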
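Assay system – hepatitis C virus NS3 helicase domain fragment enzyme · Buffer or medium – MOPS pH 6.5, MgCl2, DTT, Tween20, BSA · Reagent – Cy5/quencher beacon DNA duplex and ATP to start · Compound – single 10.9 µM dose · Timing – 1 h at 25 °C · Technique – Cy5 beacon fluorescence read at start and 1 h · Measure – % inhibition of unwinding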
VIM-2 inh: blocks Pseudomonas aeruginosa VIM-2 metallo-beta-lactamase. purified VIM-2, nitrocefin hydrolysis, epi-absorbance fluorescence. inhibition, % at 5.6 µM. hit rate 0.89% among 290,000;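 active = inhibition above the mean of all tested compounds plus 3 SD, cutoff set per screening run, cut at about 7.5% in these data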;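 also: red hydrolysis product quenches plate fluorescence so inhibitors raise well fluorescence; 0% = enzyme with DMSO and 100% = DMSO without enzyme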
DNA FID counter: counter-screen for HCV NS3 helicase inhibitors: DNA intercalator displacement; DNA fluorescent intercalator displacement, fluorescence; inhibition, % at 7.9 µM; hit rate 0.17% among 290,000; in the data active = inhibition above about 37%;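 also: 0% = vehicle and 100% = reference compound; higher means more ethidium bromide displaced from hairpin DNA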
Active calls of the source: *; x = not tested or not shown.

Structure	DNA FID counter	V1aR counter	OXTR ag	VIM-2 inh	IMP-1 inh	NS3 helicase inh	GalR3 antagonist	GPR7 antagonist	PHOSPHO1 inh
O=C(C[n+]1ccc(C(=O)N/N=C/c2ccc(Br)cc2)cc1)c1ccccc1	1	0.9	0.1	0.4	1.7	10	-9	6	28
Oc1ccc(/C=N/N(Cc2ccccc2)c2ccccc2)c(O)c1O	-29	x	x	0.9	5.1*	71*	-6	-16	-7
Cc1ccccc1NC(=O)Cc1nc(-c2ccc3ccccc3c2)cs1	-11	2.5	1.6	-0.5	-3.1	7	-1	-14	-6
O=C(Nc1cccnc1)c1ccc(COc2cc(Cl)ccc2Cl)o1	-3	7.0	4.4	-3.4	-2.5	3	-5	23	42
Cc1cc(Nc2ccc(C)c(Cl)c2)nc(N2CCOCC2)n1	3	5.6	-2.6	-2.0	-2.6	-26	-3	-20	24
CC(NC(=O)c1ccc(F)cc1)C(=O)NC1=NCCS1 (stereo not given)	-10	1.3	0.2	-1.0	-1.3	-8	-1	-3	4
CC(C)C(NC(=O)C12CC3CC(CC(C3)C1)C2)C(=O)O (stereo not given)	1	0.0	0.9	-5.5	-4.2	-1	-3	-1	10
COc1ccc(N2CC(O)(c3ccc(C)cc3)[N+]3=C2CCCC3)cc1 (stereo not given)	11	0.7	1.4	-1.7	-1.9	7	-7	-3	-26
N#CC1=C(SCC(=O)Nc2ccc(C(=O)O)cc2)NC(=O)CC1c1ccco1 (stereo not given)	-3	0.7	1.0	-1.8	-0.6	21	-5	0	3
O=C(O)c1cc2nc(-c3cccs3)cc(C(F)(F)F)n2n1	12	0.2	0.6	-3.7	-2.3	39*	2	1	18
Nc1nnc(SCC(=O)Nc2cc(S(=O)(=O)N3CCOCC3)ccc2Cl)s1	-4	-0.1	-0.2	-0.1	-4.2	5	2	-4	28
CCN(CC)C1CCN(C(=O)c2ccc3nc(Cc4ccc(OC)cc4)oc3c2)C1 (stereo not given)	-3	x	x	3.8	-2.9	-12	-7	-2	26
Cc1ccc(C(=O)CCC(=O)Nc2ccccc2F)cc1	-10	x	x	0.0	0.0	-13	-8	-8	-6
O=c1nc(N2CCCCC2)nc(Nc2ccccc2)[nH]1	-11	0.4	0.7	-1.7	-0.4	2	-3	-6	9
COC(=O)C(Cc1ccccc1)OS(N)(=O)=O (stereo not given)	-2	0.1	0.0	-1.1	-1.4	13	-2	-7	-7
CC(=O)NC1C(=O)N(Cc2ccccc2)c2ccc(Br)cc21 (stereo not given)	-19	0.8	1.1	-3.1	-2.2	6	-4	-3	33
CCC(=O)NNc1ncnc2c1cnn2-c1ccccc1	7	0.7	2.8	-1.7	-3.1	-5	-2	-4	-10
COc1ccc2[nH]c(=O)c(CN(CCc3ccccc3)Cc3nnnn3CC3CCCO3)cc2c1 (stereo not given)	2	0.2	-0.2	-0.7	-0.1	-6	-5	-15	27
COc1ccc(C(=O)c2sc(Nc3cccc(OC)c3)c(C(=O)Nc3cccc(C)c3C)c2N)cc1	-19	15	4.2	-2.2	-3.1	10	-5	79*	12
O=C(Nc1nc2ccccc2n1CCN1CCCC1)c1ccc(Cl)cc1	1	1.1	-1.6	-3.9	-2.6	-5	-10	4	-45
CCOC(=O)C1CCN(c2nc3ccccc3n2CC(=O)c2ccccc2)CC1	-33	-0.6	-1.7	0.5	-1.1	-3	-11	-5	-16
COc1cccc(N/C(N)=N/c2nc(CSc3ccccn3)cc(=O)[nH]2)c1	3	0.5	0.4	0.1	-2.2	-3	x	0	-8
CCCCn1c(N)c(N(CC)C(=O)c2ccc([N+](=O)[O-])c(C)c2)c(=O)[nH]c1=O	-15	0.9	-0.4	-2.1	-0.5	-7	-5	-8	11
Cc1nc([N+](=O)[O-])c(C(=O)OCc2ccc(C#N)cc2)n1C	14	0.4	0.4	-0.3	-0.8	-2	-1	-6	-11
Cc1cccc(NC(=O)C(C)SCc2ccccc2)c1 (stereo not given)	-14	-1.2	-2.0	0.5	-3.2	7	-3	-8	9
COC(=O)c1c(SCc2ccc(C#N)cc2)nc(=O)[nH]c1C	-4	2.9	0.2	-3.1	-2.1	1	0	-22	11
O=S(=O)(CCN1C=CC(C(F)(F)F)=NCC1)c1ccc(Cl)cc1Cl	0	-0.4	-2.4	-4.4	-4.3	-7	-6	-1	4
CC(OC(=O)c1cn(-c2ccccc2)nc1-c1cccnc1)C(N)=O (stereo not given)	-8	0.3	1.3	-1.9	-2.4	3	-7	-11	5
CCOC(=O)N1CCN(C(=O)C2CCN(S(C)(=O)=O)CC2)CC1	1	0.8	-0.4	0.5	-0.5	-12	-4	11	9
CC(C)OCCCNC(=S)Nc1ccc2nc3n(c(=O)c2c1)CCCCC3	-20	2.3	0.0	-1.1	-2.4	9	-1	-5	8
C=CCc1cccc(C=Nc2cc(Br)ccc2O)c1O	6	-0.5	0.2	-1.8	-3.9	5	-11	0	1
CCN(CC)S(=O)(=O)c1ccc2c(c1)c(=O)c(C(=O)NCc1ccco1)cn2C	8	-0.5	-0.4	-2.0	-0.3	-4	-6	-3	-8
CN(C)C(CNc1ccc(S(C)(=O)=O)cc1[N+](=O)[O-])Cc1ccccc1 (stereo not given)	11	0.3	2.1	-1.8	-3.7	17	-3	-3	37
O=C(CCSc1ccccc1)Nc1nccs1	0	0.5	0.7	0.6	-0.8	-9	-3	6	-6
O=C(Cc1cccs1)N1CCC(c2nc3c(nnn3Cc3ccccc3)c(=O)[nH]2)CC1	-32	0.6	-0.5	-2.5	-2.1	-6	-5	-7	7
Cc1ccc(S(=O)(=O)Nc2nc(C)cc(-n3nc(C)cc3C)n2)cc1	-26	-0.1	-0.5	-4.3	-3.6	-7	-1	-5	11
COc1ccc(CCNC(=O)CSc2nc3ccsc3c(=O)n2CC2CCC(C(=O)O)CC2)cc1OC (stereo not given)	-57	1.1	0.9	-5.0	-3.5	4	-5	-10	24
COc1cc(NC(=O)CN2C(=O)COc3ccc(S(=O)(=O)N4CCOCC4)cc32)cc(OC)c1	-22	4.9	-1.0	-6.5	-1.3	-2	-2	-3	18
CCN(CC)C(=O)Cn1cc(S(=O)(=O)Cc2cccc([N+](=O)[O-])c2)c2ccccc21	-29	-1.0	-0.5	-0.5	-2.0	15	-9	19	18
Cc1ccc(CNC(=O)CN2CCN(Cc3ccc(C)cc3)C2=O)cc1	-25	0.9	-2.2	-1.1	-2.8	0	-1	-17	11
Cc1cc(CN(C)C(=O)c2cc(COc3ccc(C)c(C)c3)on2)n[nH]1	-39	6.7	1.1	-0.3	-2.3	-7	-3	6	10
Cc1onc(C(=O)NCc2ccc(F)cc2)c1[N+](=O)[O-]	3	0.0	0.2	-1.6	-2.2	5	-4	-14	8
Nc1nnc(-c2ccccc2F)s1	0	0.1	-1.6	-2.6	-3.6	7	2	-10	12
N#C/C(=C\c1ccc2c(c1)OCO2)C(N)=S	-1	-0.1	0.6	-1.8	-2.2	-6	-3	-17	17
O=C1C2C3C=CC(C3)C2C(=O)N1/N=C/c1cn(Cc2ccccc2)c2ccccc12 (stereo not given)	-1	3.2	1.1	-0.4	-0.7	4	-4	-1	-5
COc1cc(OC)c(C(=O)OCC(=O)N(Cc2ccccc2)C(C)(C)C)cc1OC	-40	0.1	-0.4	2.5	0.5	-6	-5	-6	-2
COc1ccc(-c2nnn(CC(=O)N3CCN(c4ccccc4OC)CC3)n2)cc1	-32	3.3	2.1	-1.2	-1.9	0	-1	-9	-48
O=C(NCc1ccccc1)c1ccc(N2C(=O)C3CCCCC3C2=O)cc1 (stereo not given)	-20	1.7	1.4	-2.2	-3.9	7	-4	-9	5

Entries listed above marked active in GPR7 antagonist:
Molecule | VIM-2 inh | IMP-1 inh | NS3 helicase inh | GalR3 antagonist | GPR7 antagonist | PHOSPHO1 inh
COc1ccc(C(=O)c2sc(Nc3cccc(OC)c3)c(C(=O)Nc3cccc(C)c3C)c2N)cc1 | -2.2 | -3.1 | 10 | -5 | 79* | 12

(more compounds)
Structure	DNA FID counter	V1aR counter	OXTR ag	VIM-2 inh	IMP-1 inh	NS3 helicase inh	GalR3 antagonist	GPR7 antagonist	PHOSPHO1 inh
O=C(NCc1cccnc1)Nc1ccc(Cl)c(Cl)c1	-1	3.1	4.8	-2.2	-2.6	-4	-8	-5	15
CCCCCCNc1c([N+](=O)[O-])cc(C)cc1[N+](=O)[O-]	-1	0.7	-0.4	-2.3	-3.1	3	1	-2	x
Cc1ccc(-c2cc(N)n(-c3ccc(F)cc3)n2)cc1	-1	-0.4	-0.9	0.8	-0.1	1	1	12	43
CN1C(=O)[C@H]2[C@@H](/C=C/c3ccccc3)N3C(=O)CN(Cc4ccc(-c5ccccc5)cc4)C(=O)[C@@]3(Cc3ccccc3)[C@H]2C1=O	-23	0.5	0.4	-3.5	-4.0	-9	-4	-6	-2
Cc1ccc(NC(=O)CSc2nnc(-c3ccncc3)o2)cc1	2	0.1	-0.3	0.7	2.1	13	-3	2	13
COc1cccc2c(=O)c(SC(F)(F)C(F)C(F)(F)F)c(C)[nH]c12 (stereo not given)	-3	-0.7	-0.2	-3.6	-5.9	8	-7	-1	-2
CCN(c1ccccc1)S(=O)(=O)c1ccc2c(c1)N(C(C)=O)CCS2	-28	-0.3	-1.3	0.3	-2.9	3	2	-12	34
O=C(O)COc1ccc(C(NC(=O)c2c(F)cccc2F)NC(=O)c2c(F)cccc2F)cc1	-2	0.7	0.6	1.1	0.7	7	-7	-6	31
CCCCNC(=S)NNC(=O)c1cc(C)on1	-3	0.1	-0.1	9.2*	-2.5	0	-2	-7	53
CCOc1ccc(C(=O)NCC(=O)OCC(=O)N2CCCC2)cc1	-3	0.7	-0.4	-2.6	-0.3	3	-2	3	20
CC(=O)N1CCc2cc(Br)cc(S(=O)(=O)N3CCCCC3)c21	-27	0.2	-0.3	-1.9	-1.7	1	-10	-3	28
O=C(Nc1ccccc1C(F)(F)F)C1CCN(C(=O)Cc2ccccc2)CC1	-23	0.8	-0.8	-4.8	-5.8	-5	0	-14	23
NNc1nc2c(-c3ccc(Cl)cc3)nnn2c2ccccc12	-3	-0.5	-0.2	-3.4	-3.9	-13	-4	-6	7
CC(C)COC(=O)Cn1cnc2ccc(Br)cc2c1=O	-6	0.2	-0.5	-1.2	-2.1	6	-3	-2	-12
CCOc1ccccc1OCCCC(=O)NCCc1ccc(S(N)(=O)=O)cc1	-13	1.3	0.3	-1.7	-4.3	-1	-10	-14	28
CSc1n[nH]c(-c2ccc(C(F)(F)F)cc2)n1	-1	-0.1	-1.7	-2.7	-3.6	8	-3	-17	12
CCOC(=O)N1CCN(Cc2nc(-c3cccc(C)c3)no2)CC1	-23	4.5	5.9	-0.7	1.9	0	-3	-2	21
COC(=O)CNC(=O)COC(=O)Cc1ccc(Cl)cc1	0	-0.4	-0.1	-2.4	-0.8	10	-7	4	-1

Source: PubChem
